NadD inh – inhibitors of Staphylococcus aureus NadD. AID 602399. inhibition, % at 20 µM. actives 0.78% (n = 360,000). purified NadD enzyme, colorimetric absorbance read-out; in the data active = inhibition above about 26%; also: some compounds past the cut are filed as inactive
DNMT1 inh – DNMT1 (human) enzyme inhibition; DNMT1 molecular beacon, Hinp1I cleavage, fluorescence; inhibition (reported as % activation of signal), % at 10 µM; P26358; actives 0.83% (n = 360,000); in the data active = inhibition above about 50%
STEP inh – blocks human striatal-enriched tyrosine phosphatase. recombinant STEP, OMFP fluorogenic substrate, fluorescence. inhibition, % at 20 µM. actives 0.25% (n = 360,000). P54829;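 active = inhibition at 20 µM, scaled per plate between control wells, above about 37%, limit read from the data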;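 also: 0% = DMSO with enzyme and substrate and 100% = substrate only without enzyme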
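Material: STEP (striatal-enriched tyrosine phosphatase) enzyme, cell-free | Medium: 50 mM Bis-Tris pH 6.0 with 2.5 mM DTT and 0.005% Tween 20 | Read-out: Percent inhibition scaled to no-enzyme and uninhibited-enzyme controls, plate-pattern corrected | Signal: Fluorescence read at 480 nm ex / 540 nm em | Times: 20 min reaction, room temperature, in the dark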
Scp-1 inhibitor – Scp-1 (human) phosphatase inhibition; Q9GZU7; Recombinant Scp1, phosphopeptide, malachite green phosphate absorbance; inhibition, % at 20 µM; actives 0.88% (n = 340,000);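 active = inhibition above about 50% at 20 µM, limit read from the data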;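 also: plate controls were DMSO wells with enzyme for no effect and wells lacking enzyme for full effect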
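Material: truncated SCP-1 phosphatase (76-261aa) / Buffer or medium: 50 mM Tris acetate pH 5.5, 0.005% Tween-20, 10 mM MgCl2 / Compound dosing: one concentration, 20 µM, with 1.0% DMSO / Incubation: 45 min room-temperature reaction, 5 min colour, 30 min stabiliser / Detection: colorimetric free-phosphate detection, absorbance 630 nm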
TbMetRS inhib – blocks T. brucei methionyl-tRNA synthetase activity; actives 0.4% (n = 360,000); inhibition, % at 11.9 µM; AID 624268; purified T. brucei MetRS, ATP depletion, Kinase-Glo luminescence;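 active = inhibition above a per-plate cutoff of the control wells' mean inhibition plus 3 SD, cut at about 5.5% in these data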;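 also: 0% = DMSO wells median and 100% = median of wells with control inhibitor compound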
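technique = Kinase-Glo luminescence, ATP depletion format | system = purified MetRS (methionyl-tRNA synthetase) enzyme from Trypanosoma brucei | timing = 15 min preincubation, 2 h reaction, all 25 °C | evaluation = percent inhibition versus plate control medians | dosing = single dose, 11.9 µM final nominal, 0.9% final DMSO | also added = substrates ATP, L-methionine and bulk Escherichia coli tRNA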
CendR NRP1 mod – modulators of CendR peptide binding to human neuropilin-1 | FAM-RPARPAR peptide binding to NRP-1, fluorescence polarization | inhibition, % at 25 µM | actives 0.85% (n = 360,000) | AID 602438;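 active = inhibition or corrected inhibition above about 18%, plus a signal ratio from 0.5 to 1.5, limit read from the data, passing the limit was not always enough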; also: strong numbers were not always called active
Target sequence (O14786 whole entry, looked up): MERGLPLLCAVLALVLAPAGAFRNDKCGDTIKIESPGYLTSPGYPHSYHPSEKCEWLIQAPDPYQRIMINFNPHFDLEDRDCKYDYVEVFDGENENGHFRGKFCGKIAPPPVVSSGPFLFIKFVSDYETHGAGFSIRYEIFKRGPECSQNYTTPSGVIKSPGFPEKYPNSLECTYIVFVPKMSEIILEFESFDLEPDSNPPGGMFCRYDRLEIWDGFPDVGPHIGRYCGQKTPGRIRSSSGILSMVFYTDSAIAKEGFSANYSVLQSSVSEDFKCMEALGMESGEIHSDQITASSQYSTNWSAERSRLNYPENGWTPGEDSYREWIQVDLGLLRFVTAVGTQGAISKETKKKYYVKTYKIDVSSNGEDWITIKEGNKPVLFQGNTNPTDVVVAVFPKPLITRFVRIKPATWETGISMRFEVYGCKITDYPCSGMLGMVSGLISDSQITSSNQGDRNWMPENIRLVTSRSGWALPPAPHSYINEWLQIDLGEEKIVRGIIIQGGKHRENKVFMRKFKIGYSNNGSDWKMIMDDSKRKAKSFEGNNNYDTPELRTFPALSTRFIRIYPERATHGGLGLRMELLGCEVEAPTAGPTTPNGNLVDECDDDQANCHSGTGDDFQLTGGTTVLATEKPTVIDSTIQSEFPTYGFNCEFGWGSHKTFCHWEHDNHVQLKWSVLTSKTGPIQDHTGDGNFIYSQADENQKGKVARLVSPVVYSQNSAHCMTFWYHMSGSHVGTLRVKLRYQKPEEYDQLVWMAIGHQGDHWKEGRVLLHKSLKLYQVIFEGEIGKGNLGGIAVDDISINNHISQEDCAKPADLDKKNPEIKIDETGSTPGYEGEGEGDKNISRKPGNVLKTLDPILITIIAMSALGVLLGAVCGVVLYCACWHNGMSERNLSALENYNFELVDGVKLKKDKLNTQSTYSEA
Neddyl block – blocks human cullin neddylation; P61081+Q13564; calls only at 25 µM; TR-FRET cullin neddylation, biochemical; actives 0.58% (n = 360,000); in the data active = inhibition above about 36%
LMPTP block – LMPTP (human) inhibition; P24666; recombinant LMPTP-A, OMFP fluorogenic substrate, fluorescence intensity; inhibition, % at 20 µM; actives 0.22% (n = 360,000); AID 651560;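 active = compounds that cut the enzyme signal by at least half of the control window in the single-dose screen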;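 also: plate controls were DMSO wells with enzyme plus substrate for no effect and substrate without enzyme for full effect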
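Test system: LMPTP-A, protein tyrosine phosphatase of low molecular weight; Input: 0.625 nM enzyme; Incubation: 50 min dark incubation at room temperature; Signal: endpoint fluorescence intensity from OMFP dephosphorylation; Read-out basis: % inhibition versus control wells.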
SKN-1 inh – inhibitors of C. elegans SKN-1 | C. elegans VP596 Pgst-4::GFP/RFP ratio, acrylamide-induced, 24 h | inhibition, % at 21.8 µM | actives 0.49% (n = 360,000) | AID 624304;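 active = interference check ratio from 0.5 to 1.5 plus GFP to RFP signal ratio inhibition reaching or exceeding a fixed threshold, cut at about 30% in these data, passing the limit was not always enough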; also: some compounds called inactive have numbers as strong as hits
SUMO1 PPI mod – modulators of human SUMO1-mediated protein-protein interactions. P63165. inhibition, % at 20 µM. AID 602429. actives 0.33% (n = 360,000). SUMO1 binding to a labelled peptide, TR-FRET, 1 h; in the data active = inhibition above about 37%
Target sequence (P63165 whole entry, looked up): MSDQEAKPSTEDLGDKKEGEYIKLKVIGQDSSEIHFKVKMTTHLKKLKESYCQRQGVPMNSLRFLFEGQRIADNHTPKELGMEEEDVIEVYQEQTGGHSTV
* marks the source's active call; other numbers are inactive results; i = inactive; · = not tested or not shown; + = active, no number. Hits appear at their usual frequency; 4.6% or so of the library scored in one or more.

[1] NC(=O)NCC(=O)N1CCC(C(O)(c2ccccc2)c2ccccc2)CC1
[2] CCCCNC(=O)CSc1nc2ccc(NC(=O)CSc3nnc(N)s3)cc2s1
[3] COc1ccc(-c2cc(C(F)(F)F)nc(S(=O)(=O)CCCC(=O)Nc3cccnc3Cl)n2)cc1OC
[4] CN(C)c1ccc(S(=O)(=O)N2CCCCC2)cc1NC(=O)CN1C(=O)NC(C)(c2ccccc2)C1=O (stereo not drawn)
[5] CSc1ccccc1NC(=O)c1ccc(N2CC3CC(C2)c2cccc(=O)n2C3)c(NC(=O)c2ccncc2)c1 (stereo not drawn)
[6] Cc1ccc(SCCN2CCN(CC(C)C)CCC2=O)cc1
[7] Cc1ccc(S(=O)(=O)N(C)CCCC(=O)Nc2cc(C)ccc2C)cc1
[8] CCn1cc(/C=C2\SC(=O)N(CC(=O)Nc3ccc4c(c3)OCO4)C2=O)c2ccccc21
assay / compound	1	2	3	4	5	6	7	8
NadD inh	-4	16	1	4	3	-7	-6	21
DNMT1 inh	0	-5	-3	-2	-1	-4	3	42
STEP inh	3	-2	-2	-1	-1	2	-4	2
Scp-1 inhibitor	-4	49	-1	-2	-8	-9	-9	-1
TbMetRS inhib	-0.6	-0.4	0.3	-0.3	0.0	-0.2	-0.7	-0.3
CendR NRP1 mod	-3	0	6	9	7	-4	5	-3
Neddyl block	i	i	·	i	i	i	i	i
LMPTP block	-0.6	-0.4	-0.5	0.3	-0.9	-0.4	-0.5	1.3
SKN-1 inh	-2	-5	10	24	6	9	14	12
SUMO1 PPI mod	8	5	-5	2	2	6	0	-2

Quoted at random: two records from the list
[8] CCn1cc(/C=C2\SC(=O)N(CC(=O)Nc3ccc4c(c3)OCO4)C2=O)c2ccccc21
[5] CSc1ccccc1NC(=O)c1ccc(N2CC3CC(C2)c2cccc(=O)n2C3)c(NC(=O)c2ccncc2)c1 (stereo not drawn)
assay / compound	8	5
NadD inh	21	3
DNMT1 inh	42	-1
STEP inh	2	-1
Scp-1 inhibitor	-1	-8
TbMetRS inhib	-0.3	0.0
CendR NRP1 mod	-3	7
Neddyl block	i	i
LMPTP block	1.3	-0.9
SKN-1 inh	12	6
SUMO1 PPI mod	-2	2

Going on with the list:
[9] OCC1(CCc2ccccc2)CCN(Cc2cccn2-c2cccnc2)CC1
[10] CN(C)c1cccc(C(=O)OCC(=O)N(C)c2ccccc2)c1
[11] COC(=O)c1cc(NC(=S)NCc2ccc(Cl)cc2)cc(C(=O)OC)c1
[12] COc1ccc(CCNC(=O)c2cc3c(=O)n4ccccc4nc3n(CCN3CCOCC3)c2=N)cc1
[13] O=C(CN(Cc1ccc(F)cc1)C(=O)CNS(=O)(=O)c1ccc(F)cc1)NCc1ccco1
[14] Cc1cccc(C)c1NC(=O)CNC(=O)CCC(=O)N1CCOCC1
[15] CCOC(=O)c1[nH]c2c(OCC)nc(OCC)nc2c1Br
[16] COc1ccc(O)c(/C=N/NC(=O)CN2CCS(=O)(=O)CC2)c1
assay / compound	9	10	11	12	13	14	15	16
NadD inh	4	-4	-1	-5	-3	-1	-1	0
DNMT1 inh	-1	0	0	0	2	1	-1	0
STEP inh	3	-2	-2	3	0	-1	2	0
Scp-1 inhibitor	5	-8	-18	-4	-5	-4	-10	-8
TbMetRS inhib	-0.8	0.0	0.6	-0.1	0.4	-0.5	-0.3	0.3
CendR NRP1 mod	5	-6	-6	-2	-7	11	7	-5
Neddyl block	i	i	i	+	i	i	i	+
LMPTP block	2.4	0.3	2.7	4.2	-0.5	-0.7	0.7	-0.8
SKN-1 inh	1	-7	7	5	-5	0	10	11
SUMO1 PPI mod	0	2	1	-25	2	8	-23	-5

[17] O=C(NCc1nc2ccccc2[nH]1)C1=C[C@@H](c2ccc(C(F)(F)F)cc2)C[C@@H](OCCCCO)O1
[18] CCc1ccc(OCC(=O)O/N=C(\N)c2ccncc2)c(Br)c1
[19] COC(=O)c1c(C)nc(C)c(C(=O)OC)c1-c1ccsc1
[20] COC(=O)c1sccc1NC(=O)Nc1ccccc1C
[21] O=C(Cn1nnc(-c2ccccc2)n1)N/N=C/c1cc([N+](=O)[O-])c(Cl)cc1Cl
[22] Cc1cccn2cc(-c3cc4ccccc4oc3=O)nc12
[23] Nc1nc2c(ncn2[C@@H]2O[C@H](CNS(=O)(=O)C3CC3)[C@@H](O)[C@H]2O)c(=O)[nH]1
[24] O=C(/C=C/c1ccccc1Cl)OCC(=O)N1CCc2ccccc21
assay / compound	17	18	19	20	21	22	23	24
NadD inh	0	-3	-8	-5	23	2	0	-9
DNMT1 inh	2	1	1	-1	4	2	1	-5
STEP inh	3	7	1	-2	3	3	0	-1
Scp-1 inhibitor	-8	-2	-8	-7	5	0	·	·
TbMetRS inhib	32*	-0.3	0.0	-0.4	-1.0	-0.3	-1.1	0.6
CendR NRP1 mod	4	8	6	-4	-3	-13	-7	-4
Neddyl block	i	i	i	i	i	i	i	i
LMPTP block	1.4	0.3	-0.7	0.9	-0.7	-0.8	0.2	3.0
SKN-1 inh	-5	-20	-3	0	-13	4	3	-5
SUMO1 PPI mod	8	3	-1	-4	0	-1	0	-5

Some of the entries so far, field by field.
[18] CCc1ccc(OCC(=O)O/N=C(\N)c2ccncc2)c(Br)c1
  NadD inh: -3 | DNMT1 inh: 1 | STEP inh: 7 | Scp-1 inhibitor: -2 | TbMetRS inhib: -0.3 | CendR NRP1 mod: 8 | Neddyl block: i | LMPTP block: 0.3 | SKN-1 inh: -20 | SUMO1 PPI mod: 3

[19] COC(=O)c1c(C)nc(C)c(C(=O)OC)c1-c1ccsc1
  NadD inh: -8 | DNMT1 inh: 1 | STEP inh: 1 | Scp-1 inhibitor: -8 | TbMetRS inhib: 0.0 | CendR NRP1 mod: 6 | Neddyl block: i | LMPTP block: -0.7 | SKN-1 inh: -3 | SUMO1 PPI mod: -1

Next results follow.
[25] O=S(=O)(NCc1ccc(F)cc1)c1ccc2c(c1)OCCO2
[26] CCn1c(SCC(=O)N2CCN(c3ccccc3)CC2)nc2c(c1=O)SC(C)C2 (stereo not drawn)
[27] O=C(Nc1nc(-c2cccc3ccccc23)cs1)c1cnccn1
[28] C=CCSc1nc2ccccc2c(=O)n1C1CCOC(C)(C)C1 (stereo not drawn)
[29] COc1cccc(CN2C(=O)[C@@H]3Cc4c([nH]c5ccccc45)C(C)(C)N3C2=O)c1
[30] COc1ccc2[nH]cc(CCNC(=O)C3CCCNC3=O)c2c1 (stereo not drawn)
[31] Cc1cc(C(=O)CCl)c(C)n1Cc1ccco1
[32] Cc1ccc(N2C(=O)[C@@H]3[C@H](C2=O)[C@H]2C=C(C(=O)c4ccccc4)C=CN2[C@@H]3C(=O)c2ccc(Cl)cc2)cc1
assay / compound	25	26	27	28	29	30	31	32
NadD inh	3	-5	2	-2	-4	-1	-2	3
DNMT1 inh	0	0	-29	1	1	0	14	-13
STEP inh	-3	4	0	-2	2	-4	0	4
Scp-1 inhibitor	-2	-8	-14	-12	-5	-3	13	1
TbMetRS inhib	-0.4	-0.4	0.2	-0.4	0.6	-0.8	0.5	-0.6
CendR NRP1 mod	16	-4	-13	13	-4	-40	3	-11
Neddyl block	i	i	i	i	i	i	i	i
LMPTP block	0.5	-0.1	-0.2	2.0	-1.1	-1.5	1.4	0.5
SKN-1 inh	-12	1	-1	1	0	-1	-1	-2
SUMO1 PPI mod	1	0	-5	-1	3	6	-6	-14

[33] S=c1[nH]c(-c2ccccc2)cn1/N=C/c1ccc(Br)cc1
[34] CCn1c(=O)c2cc(S(=O)(=O)NCc3ccccc3)ccc2n(CC)c1=O
[35] O=C(NCc1ccco1)Nc1ccc(OC(F)(F)F)cc1
[36] Cc1ccc2c(c1)sc[n+]2Cc1ccccc1
[37] CCOC(=O)c1cccc(NC(=O)CCNS(=O)(=O)c2ccc3c(c2)CCN3C(=O)CC)c1
[38] O=C(CSc1nnc(C2CC2)n1-c1ccccc1)NCc1ccco1
[39] CC(=O)N1CCN(C(=O)CCN(c2ccccc2)S(=O)(=O)c2ccc(C)cc2)CC1
[40] CC(=O)Nc1nc2ccccc2n1Cc1ccccc1Cl
assay / compound	33	34	35	36	37	38	39	40
NadD inh	9	-4	2	-6	-7	-5	1	-1
DNMT1 inh	-3	-1	4	13	3	-1	1	0
STEP inh	2	-6	-2	4	2	-6	0	-2
Scp-1 inhibitor	-8	-4	-15	0	2	-1	1	-9
TbMetRS inhib	0.5	-0.1	0.7	-1.1	-0.2	-0.4	-0.5	0.0
CendR NRP1 mod	0	7	0	-5	1	7	-2	3
Neddyl block	+	i	i	i	i	i	i	i
LMPTP block	3.8	0.0	1.5	1.5	-0.3	-2.2	-1.2	0.8
SKN-1 inh	-1	-1	4	4	29	-2	-2	-6
SUMO1 PPI mod	0	2	2	2	-2	-3	-8	0

[41] C=CCc1cccc(/C=N/NC(=O)CNc2cccc3ccccc23)c1O
[42] COc1cc2c(cc1OC)C1=C(C#N)CCC(=O)N1CC2
[43] Cc1ccc(S(=O)(=O)N2CCN(C(=O)CSc3nc(N)cc(=O)[nH]3)CC2)c(C)c1
[44] CC(C)(C)NC(=O)Cn1c(SCC(=O)NC2CC2)nc2ccccc21
[45] CS(=O)(=O)N1CCC(C(=O)c2cccc(Cl)c2)CC1
[46] Cc1ccc(-c2nn(-c3ccccc3Cl)cc2C(=O)NCC2CCCO2)cc1 (stereo not drawn)
[47] COc1ccc(Nc2nc(C(F)(F)F)nc(C)c2C#N)cc1
[48] CCOC(=O)c1c(-c2ccc(F)cc2)csc1NC(=O)C1CCCO1 (stereo not drawn)
[49] CO[C@H]1CN(C)C(=O)c2ccc(NC(=O)C3CCC3)cc2OC[C@H](C)N(Cc2ccc(F)cc2)C[C@@H]1C
[50] O=Cc1cn(CC(=O)N2CCc3ccccc32)c2ccccc12
assay / compound	41	42	43	44	45	46	47	48	49	50
NadD inh	7	-6	3	3	-5	-6	-1	0	·	-10
DNMT1 inh	-32	0	-1	3	1	0	-2	2	·	0
STEP inh	1	-2	-1	-2	-2	0	0	3	·	0
Scp-1 inhibitor	-7	-6	-5	-5	-3	-8	-2	-7	·	-3
TbMetRS inhib	0.7	0.0	-0.4	-0.4	-0.6	-0.5	-0.6	-0.4	-0.7	0.0
CendR NRP1 mod	-17	-1	22	3	6	3	4	-3	5	-12
Neddyl block	i	i	i	i	i	i	i	i	i	i
LMPTP block	4.2	-0.5	0.4	-2.0	-2.9	-0.2	-1.8	2.0	0.1	-0.4
SKN-1 inh	7	21	2	3	-4	-5	7	8	0	14
SUMO1 PPI mod	4	-12	-1	2	-7	3	1	-1	2	28
